Bioassay records (PubChem BioAssay)
MrgX1 ag – human MrgX1 receptor agonism, primary screen; B-score at 10 µM; AID 588627; MrgX1-HEK293 cells, Fluo-4 calcium fluorescence, agonist mode; stronger effect = higher value; 0.44% of 310,000 active; Q96LB2;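 active = calcium response B-score plate-corrected fluorescence ratio at least 3 library SD, with starting fluorescence B-score inside 5 SD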
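Assay system: stable human MrgX1 HEK293 cell line. Quantity: 15,000 cells per well. Schedule: cells plated overnight, dye loaded 0.5 h 37 °C, 0.5 h room temperature. Detection: Fluo-4 NW calcium-flux fluorescence, kinetic read. Read-out basis: peak-minus-minimum fluorescence over baseline, converted to B scores. Control set: positive and negative control wells on each plate.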
TRPC6 inh – inhibitors of mouse TRPC6 channel | Q61143 | HEK293-TRPC6, membrane potential dye, ACh-evoked depolarization; stronger effect = lower value | B-score at 10 µM | 1.1% of 310,000 active | AID 2553;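 active = B-score under library mean minus 3 SD, initial fluorescence not abnormally high, positive integrated signal ratio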;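 also: B-score derived from integrated fluorescence ratio over the kinetic read; more negative B-score means stronger inhibition of depolarization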
Target sequence (Q61143 whole entry, looked up): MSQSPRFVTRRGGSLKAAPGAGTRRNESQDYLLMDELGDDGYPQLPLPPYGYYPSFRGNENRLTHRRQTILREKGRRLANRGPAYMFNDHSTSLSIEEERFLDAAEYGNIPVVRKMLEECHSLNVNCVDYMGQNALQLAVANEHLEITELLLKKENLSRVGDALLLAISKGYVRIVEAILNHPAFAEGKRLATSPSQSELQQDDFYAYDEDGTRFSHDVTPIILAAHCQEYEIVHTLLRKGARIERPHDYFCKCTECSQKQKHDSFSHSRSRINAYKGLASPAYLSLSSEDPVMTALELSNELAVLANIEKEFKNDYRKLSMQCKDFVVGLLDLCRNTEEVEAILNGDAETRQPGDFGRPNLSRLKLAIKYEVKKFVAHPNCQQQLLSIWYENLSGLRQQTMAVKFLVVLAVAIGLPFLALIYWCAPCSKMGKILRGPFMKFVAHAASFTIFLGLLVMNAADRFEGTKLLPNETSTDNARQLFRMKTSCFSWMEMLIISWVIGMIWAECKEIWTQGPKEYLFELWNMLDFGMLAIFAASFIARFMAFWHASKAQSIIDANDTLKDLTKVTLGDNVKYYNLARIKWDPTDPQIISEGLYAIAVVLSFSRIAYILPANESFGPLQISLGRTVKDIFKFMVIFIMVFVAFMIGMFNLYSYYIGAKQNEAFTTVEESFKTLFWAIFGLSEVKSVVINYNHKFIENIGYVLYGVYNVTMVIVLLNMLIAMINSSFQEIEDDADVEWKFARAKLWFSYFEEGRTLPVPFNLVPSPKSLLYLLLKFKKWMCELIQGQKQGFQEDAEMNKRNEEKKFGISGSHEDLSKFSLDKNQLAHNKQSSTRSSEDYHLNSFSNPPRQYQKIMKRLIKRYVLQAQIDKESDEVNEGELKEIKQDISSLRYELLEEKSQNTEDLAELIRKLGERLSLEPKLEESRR
TRPC6 activator – activators of mouse TRPC6 channel; B-score at 10 µM; 0.13% of 310,000 active; AID 2550; Q61143; HEK293-TRPC6 membrane potential dye fluorescence; stronger effect = higher value;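 active = B-score of the integrated fluorescence ratio above library mean plus 3 SD, and starting fluorescence ratio within library mean plus 5 SD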;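 also: higher score means more depolarization so channel activation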
SKKanGAS inh – blocks kanamycin growth of S. pyogenes SKKanGAS strain. BacTiter-Glo, 6 h. inhibition, % at 7.5 µM. 1.3% of 300,000 active;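 active = mean replicate score, as percent of positive control median, at least 50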;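 also: strain carries kanamycin resistance gene driven by streptokinase promoter and grows in 40 µg/ml kanamycin; loss of luminescence reflects streptokinase promoter inhibition or plain growth inhibition; 0% = median of DMSO wells and 100% = positive control at its reference dose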
HIF act – HIF pathway transcriptional activation; activation, % at 7.5 µM (by protocol); AID 1910; U2OS HRE-luciferase reporter, luminescence; normalized: DMSO 0%, desferrioxamine 100%; 0.32% of 300,000 active;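 active = mean activation of at least 10% of the iron chelator positive control signal, with at least half of replicates also reaching 10%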
MrgX1 antag – antagonists of human MrgX1 receptor | MRGX1-HEK293 calcium flux, Fluo-4, BAM8-22 antagonism; stronger effect = lower value | B-score at 10 µM | Q96LB2 | 1.3% of 310,000 active;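 active = calcium-response B-score plate-corrected more than 3 library SD below zero, starting fluorescence within 5 deviations, no agonist response on first addition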;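 also: peak minus trough fluorescence over baseline after final BAM8-22 challenge near maximal dose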
TRPC4 block – TRPC4 (mouse) channel inhibition; HEK293 TRPC4beta/mu-opioid, DAMGO-evoked Fluo4 calcium flux; stronger effect = lower value; B-score at 10 µM; 0.39% of 300,000 active; AID 2247;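 active = B-score over 3 SD under the library average, no early fluorescence shift, positive overall ratio signal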
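Assay system: Stable TRPC4beta/mu-opioid receptor HEK293 cells | Reagent: DAMGO in two steps, submaximal then maximal | Compound dosing: Single concentration per test compound | Signal: Fluo4 Ca2+ flux fluorescence | Evaluation: Per-well B score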
RGS4 pot – RGS4 potentiation or activation; HEK293 M3R/inducible RGS4, carbachol calcium flux Fluo4; stronger effect = lower value; 0.92% of 310,000 active; AID 463111; B-score at 10 µM;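 active = B-score of the integrated calcium signal more than 4 SD below the library mean, with starting fluorescence not abnormally high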;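 also: negative B-score means reduced calcium response which marks RGS4 activation or potentiation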
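Also added: carbachol at ECmax as muscarinic agonist stimulus; Assay system: HEK293 cells with stable M3R and inducible RGS4; Timing: overnight RGS4 induction, 30 min dye load 37 °C, 20 min compound RT; Measured by: Fluo4-AM (2 µM) calcium-flux fluorescence, kinetic read.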
RGS4 block – inhibitors of human RGS4; HEK293 M3R/RGS4 inducible, Fluo-4 calcium flux; stronger effect = higher value; triggered by carbachol at its EC20; B-score at 10 µM; 0.45% of 310,000 active;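 active = B-score, a plate-corrected calcium signal, over three deviations above library mean, with baseline fluorescence within five deviations of library mean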;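 also: RGS4 expression induced by doxycycline in cells with stable M3 receptor; B-score is computed from the integrated fluorescence ratio over baseline after carbachol; higher B-score means a larger calcium signal and so more RGS4 inhibition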
MrgX1 PAM – human MrgX1 positive allosteric modulation, primary screen | Q96LB2 | MrgX1-HEK293, Fluo-4 calcium flux, FDSS; stronger effect = higher value | B-score at 10 µM | 0.63% of 310,000 active | AID 588675;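 active = plate-corrected calcium response at least 3 library SD above typical, normal starting fluorescence, not activating the receptor alone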;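 also: compound read alongside a low EC10 to EC30 dose of BAM8-22 agonist; peak minus trough fluorescence over baseline measured at the second addition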
Platelet DG rel – modulates dense granule release in human platelets; human platelet-rich plasma, SFLLRN dense granule ATP release, luminescence; inhibition, %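 (compounds screened at 7.5 µM in platelet-rich plasma)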; 0.22% of 300,000 active;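 active = mean replicate score, as percent of positive control, at or above 50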
Numbers without * were called inactive; i = inactive; x = no result given.

Each structure is followed by: MrgX1 ag | TRPC6 inh | TRPC6 activator | SKKanGAS inh | HIF act | MrgX1 antag | TRPC4 block | RGS4 pot | RGS4 block | MrgX1 PAM | Platelet DG rel
> CCN1C(=O)C(CC(=O)Nc2ccccc2Cl)N(NC(=O)c2cccc(F)c2)C1=S (stereo not drawn)
 : i | i | i | 6.8 | 0.5 | i | i | i | i | i | -10.5
> O=C(Cn1c(CC(=O)N2CCCC2)nc2ccccc21)NCc1ccccc1
 : i | i | i | 0.2 | 0.6 | i | i | i | i | i | 1.6
> COc1ccccc1N1CCN(c2cnccn2)CC1
 : i | i | i | -11.5 | -0.1 | i | i | i | i | i | 5.3
> CCOc1ccc(C(c2c(O)nc(SC)[nH]c2=O)c2c(O)nc(SC)[nH]c2=O)cc1
 : i | i | i | -4.6 | -0.1 | i | i | i | i | i | 2.3
> CC(C)n1cc(-c2ccc(Cl)cc2)cc(C#N)c1=O
 : i | i | i | 7.9 | 0.3 | i | i | i | i | i | 9.9
> CCCN(Cc1ccccc1)C(=S)Nc1ccc(OC(F)F)cc1
 : i | i | i | -12.3 | 1.7 | i | i | i | i | i | 11.5
> O=C(C[n+]1ccc(/C=N/O)cc1)N1CCCCC1
 : i | i | i | -5.2 | 0.5 | i | i | i | i | i | -1.3
> CCOc1ccc(CCNC(=O)CN2C(=O)c3cccnc3Oc3ccc(C)cc32)cc1OCC
 : i | i | i | -4.9 | 0.0 | i | i | i | i | i | -3.6
> O=c1c2ccccc2ncn1-c1ccc(Br)cc1[N+](=O)[O-]
 : i | i | i | 4.1 | -2.4 | i | i | i | i | i | 4.3
> Cc1ccc(S(=O)(=O)NC(=O)c2cc(C)n(-c3cc(S(=O)(=O)N4CCOCC4)ccc3N3CCCC3)c2C)cc1
 : i | i | i | 14.5 | -0.4 | i | i | i | i | i | 0.7
> COc1ccc(C2CC(=O)Oc3c2c(=O)n(C)c2ccccc32)c(OC)c1OC (stereo not drawn)
 : i | i | i | -20.5 | -1.0 | i | i | i | i | i | -3.7
> CC1=C(C(=O)Nc2ccccc2)C(c2cccnc2)n2ncnc2N1 (stereo not drawn)
 : i | i | i | 0.0 | 0.0 | i | i | i | i | i | 0.0
> NC(=O)CCC(NC(=O)c1ccc(Cl)cc1)C(=O)O (stereo not drawn)
 : i | i | i | 4.8 | 0.2 | i | i | i | i | i | 1.2
> Fc1c(F)c(F)c(N=Cc2ccc3ncccc3c2)c(F)c1F
 : i | i | i | -2.3 | 0.4 | i | i | i | i | i | 1.5
> CCn1c(SCC(=O)NC2CCCC2)nnc1-c1cccnc1
 : i | i | i | 4.6 | -0.1 | i | i | i | i | i | -0.8
> CC(C)CCN1CCN(Cc2cccc3nonc23)CC1CCO (stereo not drawn)
 : i | i | i | -1.0 | 0.8 | i | i | i | i | i | -6.4
> N=c1n(Cc2ccccc2)c2ccccc2n1CC(O)COc1ccccc1 (stereo not drawn)
 : i | -9.91* | i | 6.0 | -0.2 | i | i | i | i | i | -1.3
> Cc1nn(C)c(Oc2cccc(Cl)c2)c1C=O
 : i | i | i | -19.8 | -0.4 | i | i | i | i | i | -2.6
> O=C1NC(CCc2ccccc2)C(=O)N1Cc1ccccc1Cl (stereo not drawn)
 : i | i | i | 0.0 | x | i | i | i | i | i | -2.0
> O=C(NCCc1cccs1)C1CC(c2ccc([N+](=O)[O-])cc2)=NO1 (stereo not drawn)
 : i | i | i | 4.8 | 6.4 | i | i | i | i | i | -1.7
> Cc1ccc(S(=O)(=O)CCSc2nc(C)cc(C(F)(F)F)c2C#N)cc1
 : i | i | i | -4.0 | -0.6 | i | i | i | i | i | -1.1
> Cc1ccc2nc(NC(=O)C3CC(=O)N(Cc4ccco4)C3)sc2c1 (stereo not drawn)
 : i | i | i | -4.2 | -0.1 | i | i | i | i | i | 0.4
> CCN(CC)CCNC(=O)CNC(=O)c1nn(-c2ccc(OC)c(OC)c2)c(=O)c2ccccc12
 : i | i | i | -2.8 | 2.5 | i | i | i | i | i | -8.0
> COc1ccc2nc(NC(=O)c3ccc4ncsc4c3)sc2c1
 : i | i | i | 13.3 | 4.4 | i | i | i | i | i | 14.4
> CN(C)S(=O)(=O)c1ccc(N2CCCC2)c(C(=O)N2CCC(C(N)=O)CC2)c1
 : i | i | i | -8.1 | -0.1 | i | i | i | i | i | -13.6
> COc1ccc(C(=O)NCc2nnc(SCC(=O)Nc3cc(C)cc(C)c3)o2)cc1OC
 : i | i | i | -5.0 | -1.0 | i | i | i | i | i | 0.2
> Cc1nc(SC(C)C(=O)NCC2CCCO2)c2cc(-c3ccccc3)sc2n1 (stereo not drawn)
 : i | i | i | 7.5 | -14.1 | i | i | i | i | i | -7.3
> CCc1c(C)nc(N2CCN(c3ccc(Cl)cc3)CC2)[nH]c1=O
 : i | i | i | -9.6 | 0.3 | i | i | i | i | i | -7.2
> COc1ccc(-c2[nH]ncc2CN(C)Cc2ccccn2)c(OC)c1
 : i | i | i | -1.0 | -0.1 | i | i | i | i | i | -4.0
> COc1ccc(S(=O)(=O)NCc2ccc3c(c2)cc(C)n3C)cc1
 : i | i | i | 2.1 | -0.1 | i | i | i | i | i | 1.9
> COc1ccc(CCNC(=O)C(C)OC(=O)c2nsc(Cl)c2Cl)cc1OC (stereo not drawn)
 : i | i | i | -5.9 | -0.7 | i | i | i | i | i | -1.2
> COc1ccc(N=NC2C(=O)N(c3ccccc3)N=C2C)cc1 (stereo not drawn)
 : i | i | i | 11.6 | -8.0 | i | i | i | i | i | -5.8
> CCCC(=O)c1c[nH]c(C(=O)NCCc2ccccn2)c1
 : i | i | i | -5.1 | 0.6 | i | i | i | i | i | -9.3
> COc1ccc(S(=O)(=O)n2ccnc2C)c(C)c1C
 : i | i | i | 0.0 | -1.8 | i | i | i | i | i | -1.1
> O=C(N1CCOCC1)C12CC3CC(C1)CC(n1cnc(Cl)n1)(C3)C2
 : i | i | i | -5.6 | 0.0 | i | i | i | i | i | 14.8
> CCN(CC)C(=O)c1[nH]cnc1C(=O)NCC(=O)OC(C)(C)C
 : i | i | i | -0.2 | -0.6 | i | i | i | i | i | 1.7
> COc1ccc(S(=O)(=O)N2CCN(CC3CC=CCC3)CC2)cc1 (stereo not drawn)
 : i | i | i | -3.3 | -10.2 | i | i | i | i | i | 0.3
> CCn1c(COc2ccccc2C)nnc1SCC(=O)N1CCN(c2ccccc2)CC1
 : i | i | i | 14.6 | 0.1 | i | i | i | i | i | -6.4
> CCOC(=O)/C(C#N)=C/c1c(N2CCN(C)CC2)nc2ccccn2c1=O
 : i | i | i | 3.4 | 0.2 | i | i | i | i | i | -14.3
> O=C(c1ccc(-c2ccc([N+](=O)[O-])cc2)o1)N1CCCC(C(F)(F)F)C1 (stereo not drawn)
 : i | i | i | -4.6 | 1.2 | i | i | i | i | i | -32.8
> Nc1nc(SCC(=O)N2N=C3/C(=C/c4ccco4)CCCC3C2c2ccco2)n[nH]1 (stereo not drawn)
 : i | i | i | 3.6 | 0.4 | i | i | i | i | i | 10.3
> Cc1cc(C)c2cc(C(=O)N3CCc4ccccc4C3)[nH]c2c1
 : i | i | i | 8.5 | -0.1 | i | i | i | i | i | 11.5
> Cc1ccc(-n2c(=S)[nH]c3nc4c(cc3c2=O)COC(C)(C)C4)cc1
 : i | i | i | 9.1 | -1.0 | i | i | i | i | i | 2.3
> COc1ccc(/C=N/NC(=O)CCOc2ccccc2C)cc1OC
 : i | i | i | 0.2 | 0.3 | i | i | i | i | i | 1.1
> CCOC(=O)C1CCCCN1Cc1ccc(C(F)(F)F)cc1 (stereo not drawn)
 : i | i | i | -3.0 | -0.2 | i | i | i | i | i | -2.4
> CO/N=C(\Cn1ncc(N2CCCC2)c(Cl)c1=O)c1ccc(Cl)cc1
 : i | i | i | -6.4 | 0.3 | i | i | i | i | i | 5.1
> CCOC(=O)c1cc2sccc2n1Cc1ccccc1
 : i | i | i | 3.1 | 0.1 | i | i | i | i | i | 6.0
> Cc1cccc(C2c3[nH]c4ccccc4c3CCN2C(=O)c2cc3c([nH]c2=O)CCCC3)n1 (stereo not drawn)
 : i | i | i | 7.8 | -1.0 | i | i | i | i | i | 24.2
> COc1ccc(CNC(=O)COC(=O)c2ccccn2)cc1
 : i | i | i | -3.3 | -0.3 | i | i | i | i | i | -3.8
> Cc1ncc(CN2CCN(CCc3ccccc3)C(CCO)C2)s1 (stereo not drawn)
 : i | i | i | -3.5 | 0.5 | i | i | i | i | i | 1.2

Following part
Each structure is followed by: MrgX1 ag | TRPC6 inh | TRPC6 activator | SKKanGAS inh | HIF act | MrgX1 antag | TRPC4 block | RGS4 pot | RGS4 block | MrgX1 PAM | Platelet DG rel
> CCn1c(CC(=O)Nc2ccc(C)cc2)n[nH]c1=S
 : i | i | i | -0.9 | -0.3 | i | i | i | i | i | 4.2
> COc1cc2c(cc1NC(=O)/C=C/c1ccc([N+](=O)[O-])cc1)oc1ccccc12
 : i | i | i | -1.0 | 0.3 | i | i | i | i | i | -11.6
> Cc1cc(C)cc(Oc2nc(-c3ccccc3)cc(C)c2S(C)(=O)=O)c1
 : i | i | i | -8.1 | -0.1 | i | i | i | i | i | -6.1
> COc1ccc(OC)c(C2C(C(N)=O)=C(C)Nc3nc(CCCO)nn32)c1 (stereo not drawn)
 : i | i | i | 1.1 | -0.2 | i | i | i | i | i | -11.8
> COc1ccc(Cn2c(C(F)(F)F)ccc(C(N)=O)c2=O)cc1
 : i | i | i | 1.2 | -0.3 | i | i | i | i | i | -0.2
> CCOC(=O)c1cnc2cc3c(cn2c1=O)CCCC3
 : i | i | i | -7.9 | 2.0 | i | i | i | i | i | 13.7
> Cc1cccnc1NC(=O)c1ccc(S(=O)(=O)NCc2ccco2)cc1
 : i | i | i | -6.9 | -0.2 | i | i | i | i | i | 7.7
> O=C(Cn1nnc(-c2ccccc2)n1)N/N=C/c1cc([N+](=O)[O-])ccc1O
 : i | i | i | 101.3* | 0.3 | i | i | i | i | i | 12.6
